Screens as filed in PubChem BioAssay.
TAAR1 antagonist: antagonists of human TAAR1; Q96RJ0; CHO RD-HGA16 TAAR1, Fluo-8 calcium fluorescence, antagonist; inhibition, % at 3 µM; 360,000 compounds, 1.5% hits; AID 624466;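 active = inhibition above a per-plate cutoff, the mean inhibition of test compounds on that plate plus 3 SD, cut at about 49% in these data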;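 note: 0% = DMSO plus EC80 beta-PEA response and 100% = DMSO alone without agonist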
Target sequence (Q96RJ0 whole entry, looked up): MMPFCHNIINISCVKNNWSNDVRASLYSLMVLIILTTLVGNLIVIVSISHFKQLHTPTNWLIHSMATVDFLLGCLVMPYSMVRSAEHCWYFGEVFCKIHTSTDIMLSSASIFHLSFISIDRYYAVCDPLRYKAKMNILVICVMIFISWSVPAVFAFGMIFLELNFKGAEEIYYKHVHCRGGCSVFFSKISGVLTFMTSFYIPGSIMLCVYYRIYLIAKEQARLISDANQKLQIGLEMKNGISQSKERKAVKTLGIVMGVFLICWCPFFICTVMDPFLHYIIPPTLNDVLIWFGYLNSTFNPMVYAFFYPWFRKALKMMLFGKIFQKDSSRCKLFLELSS
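Material: RD-HGA16 CHO cells with stable hTAAR1 and Gα16; Dosing: single nominal final test compound concentration of 3 µM; Schedule: seeding 17-24 h prior, 75-min 37 °C, 30-min RT dye loading; Detection: kinetic Fluo-8 calcium fluorescence measurement; Measure: % inhibition from peak post-agonist over basal fluorescence ratio; Benchmarks: vehicle and agonist controls.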
TAAR1 agonist: human TAAR1 agonism; AID 624467; activation, % at 3 µM; 360,000 compounds, 0.99% hits; CHO RD-HGA16 TAAR1, Fluo-8 calcium fluorescence; vehicle wells 0%, saturating PEA agonist 100%;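 active = activation above the mean activation of all test compounds in the run plus 3 SD, cut at about 38% in these data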
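System: CHO RD-HGA16 cells carrying human TAAR1 plus Gα16; Incubation: 17-24 h seeding, 75 min 37 °C dye, 30 min RT; Measured by: Fluo-8 fluorescence, 5 s baseline then 140 s kinetic read; Control set: DMSO and PEA EC100; Replication: single well for each compound.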
CHO-K1 Ca ag: nonselective activator or artifact in parental CHO-K1 cells; Fluo-8 calcium fluorescence; scaled to maximal ATP response, vehicle zero; activation, % at 3 µM; 360,000 compounds, 0.48% hits; in the data active = activation above about 15%;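 note: untransfected CHO-K1 host cells lacking M1 receptor as counterscreen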
CHO parental Ca: counter-screen for OX1R antagonists: effect in parental CHO cells; parental CHO-K1, ATP-induced calcium, Fluo-8 fluorescence; AID 463079; 330,000 compounds, 0.63% hits; inhibition, % at 5.6 µM;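 active = inhibition above that plate's mean sample inhibition plus 3 SD, cut at about 26% in these data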;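 note: 0% = ATP-challenged DMSO wells and 100% = DMSO wells without ATP; some compounds past the cut are filed as inactive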
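Measured by: calcium-sensitive Fluo-8 fluorescence / Test system: CHO parental line / Controls: ATP-challenged DMSO wells low, unchallenged DMSO wells high / Measure: % inhibition / Compound: single nominal dose of 5.6 µM per compound / Replicates: single well per compound, no replicates / Reagent: ATP as calcium-mobilizing challenge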
CHRM1 PAM: positive allosteric modulators of human M1 muscarinic receptor; P11229; CHO-K1 hM1, Fluo-8 calcium fluorescence, ACh EC20; 0% = ACh EC20, 100% = maximal ACh; activation, % at 3 µM; 360,000 compounds, 0.088% hits; AID 588819; in the data active = activation above about 19%, passing the limit was not always enough
Target sequence (P11229 whole entry, looked up): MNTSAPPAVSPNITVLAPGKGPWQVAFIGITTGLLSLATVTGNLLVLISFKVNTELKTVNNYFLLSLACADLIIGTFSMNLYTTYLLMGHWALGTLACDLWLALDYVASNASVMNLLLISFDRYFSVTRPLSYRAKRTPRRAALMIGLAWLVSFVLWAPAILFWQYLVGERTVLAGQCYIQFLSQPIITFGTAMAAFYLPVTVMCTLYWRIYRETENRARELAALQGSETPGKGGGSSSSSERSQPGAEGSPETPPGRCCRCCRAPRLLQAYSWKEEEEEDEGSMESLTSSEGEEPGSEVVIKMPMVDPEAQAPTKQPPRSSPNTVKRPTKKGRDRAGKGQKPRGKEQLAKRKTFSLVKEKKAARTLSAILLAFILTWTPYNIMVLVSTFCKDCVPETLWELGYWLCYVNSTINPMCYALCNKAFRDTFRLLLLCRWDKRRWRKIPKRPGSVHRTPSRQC
CHRM1 agonist: agonists of human M1 muscarinic receptor; P11229; activation, % at 3 µM; 360,000 compounds, 0.33% hits; CHO-K1 hM1, Fluo-8 calcium fluorescence, agonist mode; 0% DMSO, 100% acetylcholine EC100; AID 588814;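 active = activation above the run's mean compound activation plus 3 SD, cut at about 16% in these data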;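 note: peak over basal fluorescence ratio within a 140 s kinetic read after compound addition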
CHRM1 antagonist: blocks human M1 muscarinic receptor | CHO-K1 hM1, Fluo-8 calcium fluorescence, ACh EC80 antagonist | inhibition, % at 3 µM | P11229 | 360,000 compounds, 1.3% hits;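 active = percent inhibition above its own plate's cutoff, namely the mean of that plate's compound wells plus 3 SD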;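 note: peak over basal fluorescence ratio during 140 s after agonist addition; 0% = ACh EC80 plus DMSO and 100% = DMSO alone without agonist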
CHO-K1 Ca antag: M1 antagonist counterscreen hit in parental CHO-K1 cells. ATP-induced calcium, Fluo-8 fluorescence. 360,000 compounds, 0.6% hits. AID 602250. inhibition, % at 3 µM;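 active = inhibition above a per-plate cutoff, the plate's mean sample inhibition plus 3 SD, cut at about 24% in these data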;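 note: 0% = DMSO plus EC80 ATP and 100% = DMSO alone without ATP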
CHO-K1 Ca PAM: nonselective activator or artifact in parental CHO-K1 calcium assay; activation, % at 3 µM; 360,000 compounds, 0.02% hits; ATP EC20, Fluo-8 calcium fluorescence; 0% at ATP EC20, 100% at ATP max;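 active = activation above the run cutoff, the mean activation of all test compounds plus 3 SD, cut at about 40% in these data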;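 note: peak over basal fluorescence ratio in a 140 s read after ATP addition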
Numbers without * were called inactive; . = not tested or not shown.

SMILES,TAAR1 antagonist,TAAR1 agonist,CHO-K1 Ca ag,CHO parental Ca,CHRM1 PAM,CHRM1 agonist,CHRM1 antagonist,CHO-K1 Ca antag,CHO-K1 Ca PAM
O=C(CCc1ccccc1)N1Cc2cc(-c3cccc(F)c3)ccc2-n2nncc2C1,16,-2,1.5,.,3,-3,8,9,11
CCc1ccc(OCCCN=C(C)c2c(O)n(C)c(=O)n(C)c2=O)cc1,-9,8,4.2,-13,-3,-2,-13,-11,20
C[C@]12CCC3C(CC[C@H]4C[C@@H](O)CC[C@]34C)[C@H]1CC[C@H]2O (stereo not given in full),8,4,1.6,-8,0,3,3,-9,18
CN1C(=O)C(O)N=C(c2ccccc2)c2ccccc21 (stereo not given),-18,1,0.4,-2,-25,-11,38*,-6,-10
Cc1cc(N(CCCl)CCCl)ccc1/C=N/N=C(\N)c1cnccn1,7,-1,8.3,-18,5,-4,-9,-6,13
COC(=O)C1=C(c2ccc(F)cc2OCc2ccccc2)C[C@@H]2CC[C@H]1N2C(=O)N1CCC(C)CC1,.,.,-1.1,-17,-39,-14,78*,5,3
Cc1cccc(N2C(=O)NC(=O)/C(=C/c3ccc(N4CCOCC4)cc3)C2=O)c1,-18,2,0.6,-11,14,1,-10,-22,-12
CNC1(c2ccc(F)cc2)CCCCC1,-4,1,0.8,.,4,-2,-8,-19,18
CC1=C(C)CC2(C(=O)NC(=O)NC2=O)C(C)C1 (stereo not given),-11,1,0.0,.,9,-1,-22,-5,15
COC(=O)C1=C(c2ccccc2)C[C@@H]2CC[C@H]1N2C(=O)NCc1ccco1,8,1,0.5,-18,7,-11,-7,-12,7
Cc1cccc(OCC(=O)N2CCN(Cc3ccc4c(c3)OCO4)CC2)c1,5,3,1.1,-22,6,-9,-6,-5,19
CCCCN1CCC(O)(c2ccccc2)C(C(=O)c2ccccc2)C1 (stereo not given),-8,14,0.2,1,7,-3,-13,4,5
CCCc1cc(=O)oc2cc(OCC(=O)N3CCC(C(=O)O)(c4ccccc4)CC3)ccc12,1,1,-0.4,-19,7,-2,-12,25*,-2
CC[N+](C)(CC)CCCCOc1ccc2c(c1)C(=O)c1cc(OCCCC[N+](C)(CC)CC)ccc1-2,-24,1,3.5,-16,-10,-4,24,4,-1
O=c1[nH]c(=O)n(Cc2ccc(F)cc2)c(O)c1C=NCCCn1ccnc1,3,5,0.1,-5,10,-7,-17,9,-5
O=C(c1ccc(Cl)cc1)C12CN3CN(CN(C3)C1)C2,3,-2,0.5,-4,0,-3,3,2,10
COc1ccccc1-n1c(-c2ccc(C)cc2)nc2ccccc2c1=O,-13,-1,-0.2,.,17,-6,-18,-14,22
CCCCn1c(=O)c(C(=O)Nc2ccsc2C(=O)OC)c(O)c2ccccc21,-8,4,-0.1,-16,0,3,0,0,13
COc1cccc(CCNCc2cccc(C(F)(F)F)c2)c1,8,5,2.8,-12,4,-7,-10,-4,18
CCOc1ccc(N2C(=O)NC(=O)/C(=C\c3ccccc3[N+](=O)[O-])C2=O)cc1,-15,1,4.9,-25,-5,-1,6,-6,5
CN(C)CC1CSCCC1(O)c1ccc(C(F)(F)F)cc1 (stereo not given),-2,0,1.1,-3,10,-7,-10,2,13
Clc1ccc(C(Cl)(Cl)Cl)c(Cl)c1,-7,1,1.0,-6,1,-2,-7,-26,-1
C[C@@H]1CN([C@@H](C)CO)C(=O)CCCn2nncc2CO[C@H]1CN(C)C(=O)Oc1cccc2ccccc12,-2,0,0.4,.,1,-4,-7,-15,19
c1ccc(CCNC2CCCCCC2)cc1,86*,87*,1.6,-9,1,-11,-3,-11,-1
O=P(C(Cl)Cl)(N1CCOCC1)N1CCOCC1,4,1,0.5,12,13,0,-6,-5,-7
Cc1ccc(-n2c(O)c(C=Nc3ccccc3N)c(=O)[nH]c2=O)cc1C,-11,4,-0.2,-2,3,-2,-32,0,8
CCCCn1c(O)c(C(CC)=Nc2ccc(OCC)cc2)c(=O)[nH]c1=O,9,19,0.1,-10,-4,-3,-6,-9,10
CN(CC#CCN1CCCC1)C(=O)c1cccc(Cl)c1,-6,12,0.7,-16,13,8,15,-8,15
O=c1[nH]c(=O)n(CCC2=CCCCC2)c(O)c1C=NCCN1CCNCC1,6,6,0.3,-11,-8,-4,16,4,-5
Cc1ccc(-n2c(C)cc(/C=C3/C(=O)NC(=O)N(Cc4ccco4)C3=O)c2C)cc1,-31,5,1.3,-2,-6,-7,4,-13,20

SMILES,TAAR1 antagonist,TAAR1 agonist,CHO-K1 Ca ag,CHO parental Ca,CHRM1 PAM,CHRM1 agonist,CHRM1 antagonist,CHO-K1 Ca antag,CHO-K1 Ca PAM
C=CCn1c(O)c(C(CC)=Nc2ccc(N(C)C)cc2)c(=O)[nH]c1=O,11,32,1.7,-12,4,1,-14,0,1
O=C(COC(=O)Cc1ccccc1)NC(=O)NC1CCCCC1,-11,-2,0.5,-12,9,0,-10,-3,2
CCC(c1nnnn1-c1ccc(OC)cc1)N1CCC(n2c(=O)[nH]c3ccccc32)CC1 (stereo not given),36,14,5.9,.,-6,-3,-18,-6,-2
Cn1c(O)c(C=Nc2ccccc2-c2ccccc2)c(=O)n(C)c1=O,-31,1,0.5,-2,0,-3,-8,-12,11
O=P1(Oc2ccccc2)OCCCS1 (stereo not given),-18,4,3.1,7,8,-3,4,-3,12
COc1cccc(NC2=NCCCS2)c1,-18,2,0.3,1,7,-8,-15,4,8
Cc1c(C=O)c2ccccc2n1Cc1ccc([N+](=O)[O-])cc1,22,8,1.2,-7,5,-5,-3,-10,26
COc1ccc(P2(=O)Nc3ccccc3N2)cc1,6,3,0.3,-5,-3,-3,-2,-7,4
O=c1[nH]c(=O)n(C2CCCCC2)c(O)c1C1NCCc2ccccc21 (stereo not given),-13,11,-0.1,-4,-1,-2,4,4,-5
O=c1c2ccccc2nc(-c2ccc(Cl)cc2Cl)n1-c1nccs1,-21,-3,-0.4,-14,5,-7,-7,8,-9
CCCN1CCO[C@@H]2c3cc(O)ccc3OC[C@H]21,3,0,0.5,6,5,-2,-24,-6,17
COC(=O)C1=C(c2cccc(Cl)c2)C[C@@H]2CC[C@H]1N2C(=O)N1CCCC1,-7,3,-0.5,-9,2,-5,-8,-8,0
CCN1CCC2(CCNC2)C1 (stereo not given),12,1,0.1,4,14,-2,-12,-11,14
CC1CN(O)C2CCc3nonc3C12O (stereo not given),6,7,0.3,3,-5,-2,9,8,-3
O=C(CCC(=O)N1C[C@H]2C[C@@H](C1)c1cccc(=O)n1C2)NCc1ccc(F)cc1,-2,3,-0.4,-9,1,-1,-5,-8,-1
O=C(CN1CCCCC1)c1ccccc1Cl,-19,7,0.4,-9,4,-6,8,0,10

Filtered by structure: the entries above containing a carbonyl joined to an NH by a bond outside any ring.
SMILES,TAAR1 antagonist,TAAR1 agonist,CHO-K1 Ca ag,CHO parental Ca,CHRM1 PAM,CHRM1 agonist,CHRM1 antagonist,CHO-K1 Ca antag,CHO-K1 Ca PAM
COC(=O)C1=C(c2ccccc2)C[C@@H]2CC[C@H]1N2C(=O)NCc1ccco1,8,1,0.5,-18,7,-11,-7,-12,7
CCCCn1c(=O)c(C(=O)Nc2ccsc2C(=O)OC)c(O)c2ccccc21,-8,4,-0.1,-16,0,3,0,0,13
O=C(COC(=O)Cc1ccccc1)NC(=O)NC1CCCCC1,-11,-2,0.5,-12,9,0,-10,-3,2
O=C(CCC(=O)N1C[C@H]2C[C@@H](C1)c1cccc(=O)n1C2)NCc1ccc(F)cc1,-2,3,-0.4,-9,1,-1,-5,-8,-1

Whole records as entered above. Screens in order: TAAR1 antagonist, TAAR1 agonist, CHO-K1 Ca ag, CHO parental Ca, CHRM1 PAM, CHRM1 agonist, CHRM1 antagonist, CHO-K1 Ca antag, CHO-K1 Ca PAM
O=c1[nH]c(=O)n(C2CCCCC2)c(O)c1C1NCCc2ccccc21 (stereo not given) is listed as -13, 11, -0.1, -4, -1, -2, 4, 4, -5
O=c1c2ccccc2nc(-c2ccc(Cl)cc2Cl)n1-c1nccs1 is listed as -21, -3, -0.4, -14, 5, -7, -7, 8, -9

An excerpt. The share of hits here may be higher or lower than overall.
